# STAT1 inh – reduces IFN-gamma driven STAT1 reporter signal; NIH 3T3 STAT1-luciferase reporter, luminescence; inhibition, % at 5.5 µM; actives 0.35% (n = 200,000); AID 920;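 active = inhibition above a set limit, the mean inhibition across all tested compounds plus 3 SD, cut at about 34% in these data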;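 also: 0% = IFN-gamma with DMSO and 100% = IFN-gamma with 300 µM nifuroxazide; values of inactives mirror those of a sister screen read the other way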
# APP transl inh – APP translation inhibition. SH-SY5Y APP 5'UTR-luciferase reporter, luminescence. inhibition, % at 2 µM. actives 0.82% (n = 190,000). AID 1285;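 active = inhibition above a set limit, derived from the sample mean plus 3 SD, cut at about 45% in these data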; also: values of inactives mirror those of a sister screen read the other way
# ROMK mod – modulates human ROMK potassium channel activity; P48048; Tet-inducible ROMK, thallium flux fluorescence; actives lie on both sides; B-score at 10 µM; actives 2% (n = 130,000); AID 1918;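 active = signal ratio slope over the read window, or its plate-corrected B-score, at least 3 SD from the plate mean, either direction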;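 also: B-score of the F/F0 ratio slope over 7 to 12 s after thallium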
# Target sequence (P48048 whole entry, looked up): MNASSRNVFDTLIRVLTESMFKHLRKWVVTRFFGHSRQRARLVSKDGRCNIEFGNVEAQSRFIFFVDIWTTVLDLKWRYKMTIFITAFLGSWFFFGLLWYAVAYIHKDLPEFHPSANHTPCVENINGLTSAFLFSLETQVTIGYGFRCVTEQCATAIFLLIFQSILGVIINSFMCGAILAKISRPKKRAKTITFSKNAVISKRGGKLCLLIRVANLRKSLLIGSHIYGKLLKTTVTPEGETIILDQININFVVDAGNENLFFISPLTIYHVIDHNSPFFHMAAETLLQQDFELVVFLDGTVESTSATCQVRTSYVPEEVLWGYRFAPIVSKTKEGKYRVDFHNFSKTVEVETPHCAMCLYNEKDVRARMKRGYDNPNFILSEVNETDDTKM
# NF-kB expr up – NF-kB expression increase, human neuronal cells | NF-kB reporter expression; active compounds read high | fold change at 12.5 µM | actives 1.6% (n = 190,000); in the data active = fold change above about 3.3
# STAT3 blocker – inhibitors of IL-6 induced STAT3 signaling | AID 862 | inhibition, % at 5.5 µM | U3A cells, IL-6 STAT3-luciferase reporter, luminescence; host cell line lacks STAT1 | actives 0.89% (n = 190,000);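 active = inhibition above the mean inhibition across all screened compounds plus 3 SD, cut at about 44% in these data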;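 also: 0% = DMSO only wells and 100% = 100 µM nifuroxazide control wells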
# FLuc inhib CS – inhibits firefly luciferase, flagging false hits in luciferase inhibition screens. inhibition, % at 10 µM. AID 1006. actives 1.5% (n = 200,000). ATPLite firefly luciferase biochemical luminescence, 10 min;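 active = inhibition above about 50% when tested at 10 µM, limit read from the data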
# Target sequence (P08659 whole entry, looked up): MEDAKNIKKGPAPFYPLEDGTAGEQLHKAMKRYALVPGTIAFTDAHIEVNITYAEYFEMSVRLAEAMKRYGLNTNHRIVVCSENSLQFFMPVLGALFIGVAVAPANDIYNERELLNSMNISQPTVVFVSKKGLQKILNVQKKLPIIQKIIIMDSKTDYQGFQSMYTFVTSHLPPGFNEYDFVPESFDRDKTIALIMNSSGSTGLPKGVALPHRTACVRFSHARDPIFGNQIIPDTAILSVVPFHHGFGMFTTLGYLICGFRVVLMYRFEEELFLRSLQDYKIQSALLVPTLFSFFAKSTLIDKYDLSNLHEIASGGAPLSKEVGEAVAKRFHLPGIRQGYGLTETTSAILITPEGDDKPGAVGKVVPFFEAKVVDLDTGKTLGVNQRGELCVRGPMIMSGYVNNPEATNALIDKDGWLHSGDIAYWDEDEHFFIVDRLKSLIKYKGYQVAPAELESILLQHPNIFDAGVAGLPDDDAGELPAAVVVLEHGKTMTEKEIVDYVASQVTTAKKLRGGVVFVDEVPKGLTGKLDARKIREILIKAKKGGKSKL
# STAT1 act – activators of IFN-gamma induced STAT1 signaling. NIH 3T3 STAT1-luciferase reporter, luminescence; 100% = IFN-gamma alone, no compound. activation (% of control), % at 5.5 µM. actives 2.6% (n = 200,000);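 active = activation above the screen-wide mean activation plus 3 SD, cut at about 130% in these data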;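 also: raw ratio to IFN-gamma control signal so 100% means no change and 0% no light; values of inactives mirror those of a sister screen read the other way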
# STAT3 act – activators of IL-6 induced STAT3 signaling; actives 0.91% (n = 190,000); AID 871; U3A cells, IL-6 STAT3-luciferase reporter, luminescence; 100% = signal with IL-6 EC80 alone; activation (% of control), % at 5.6 µM;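 active = activation above the screen-wide mean of compound activation plus 3 SD, cut at about 130% in these data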;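 also: 0% = background luminescence of wells with medium and substrate only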
#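 Material: human STAT1-deficient U3A cells with stable STAT3-luciferase reporter / Probe or stimulus: IL-6 stimulus at 33 ng/mL final / Schedule: 1 h compound pre-exposure, 6 h IL-6 stimulation, 37 °C / Technique: luminescence / Read-out basis: percent of IL-6-only median luminescence / Control set: IL-6-only high control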
# APP 5'UTR act – APP 5'UTR luciferase reporter activation. SH-SY5Y APP 5'UTR luciferase reporter, luminescence; zero percent = DMSO vehicle wells. activation, % at 2 µM. actives 1% (n = 190,000). AID 1276;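 active = activation above a set limit, based on mean plus 3 SD of controls, cut at about 140% in these data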; also: values of inactives mirror those of a sister screen read the other way
# FLuc act counter – affects firefly luciferase, flagging false hits in luciferase stimulation screens | ATPlite luciferase biochemical, luminescence, 10 min; 0 = ATP-free wells, 1 = DMSO control | 200,000 tested, under 10 active | AID 1027 | activation factor at 10 µM;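 active = luciferase activation factor, scaled between plate controls, of at least 2 with compound at 10 µM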
#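 Assay system – cell-free luciferase reagent · Medium – PBS-based ATP solution · Dosing – test compounds dosed from 2 mM stocks in 100% DMSO · Timing – 10 min, room temperature · Technique – light output (luminescence) · Measure – luminescence gain marking luciferase activators · Controls – No-ATP low control, compound-free enzyme-plus-ATP high control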
# An asterisk follows results filed as active; nt = not tested or not shown.
# Value order: STAT1 inh	APP transl inh	ROMK mod	NF-kB expr up	STAT3 blocker	FLuc inhib CS	STAT1 act	STAT3 act	APP 5'UTR act	FLuc act counter
CCN(CC(N)=O)S(=O)(=O)c1ccc(F)cc1
    -1.7	-0.6	-0.19	1.06	18.3	-2.2	99.5	88.4	0.6	1
Cc1cc(C)n(-c2nc3ccccc3c(=O)n2OCc2ccc(F)cc2)n1
    9.7	-13.8	-0.802	1.15	-31.1	0.1	91.1	135.2*	13.8	1
COc1ccc2cc(CN(CC3CCCO3)S(=O)(=O)c3ccccc3Cl)c(=O)[nH]c2c1 (stereo unspecified)
    -4.4	5.4	-1.03	0.79	5.9	4.8	104.1	95.2	-5.4	1
COc1ccc(CNS(=O)(=O)c2ccc(F)c(C(=O)Nc3ccc(OC)cc3)c2)cc1
    -3.5	-19.0	-0.0233	1.08	1.6	-3.1	101.6	102.4	19.0	1
CC1(C)CC(=O)CC(=NCC(=O)O)C1
    7.4	11.4	nt	1	11.5	-1.0	93.2	93.3	-11.4	1
C#CCOCCOCCOCCNc1nc(N2CCN(C(=O)[C@H](CCC(=O)O)n3cc(C(N)Cc4ccc(O)cc4)nn3)CC2)nc(N2CCN(C(=O)[C@H](Cc3cc4ccccc4[nH]3)n3cc(C(N)CC(C)C)nn3)CC2)n1 (stereo partly specified)
    -3.1	6.0	nt	1.01	nt	-11.8	104.4	nt	-6.0	1.1
COCCNC(=O)CN1CCCCCC1
    3.6	6.0	1.35	1.25	5.6	-0.9	95.9	101.3	-6.0	1
COc1cc(/C=N/Nc2ccccc2[N+](=O)[O-])cc(OC)c1O
    9.6	-3.1	-0.0133	1.34	8.7	16.2	90.6	94.6	3.1	0.8
C/C(=C\c1ccco1)C1C(C#N)=C(N)Oc2n[nH]c(-c3ccc(C)cc3)c21 (stereo unspecified)
    -3.6	-2.7	nt	0.94	2.1	-6.6	104.7	106.8	2.7	1.1
O=C(NCC(c1cccnc1)N1CCN(c2ccc(F)cc2)CC1)C1CCCCC1 (stereo unspecified)
    3.9	11.3	-0.116	0.92	0.6	-6.2	96.4	102.0	-11.3	1.1
CCCCCCc1cc2cc(-c3nnc(-c4cc(OC)c(OC)c(OC)c4)o3)c(=O)oc2cc1O
    2.9	1.6	nt	1.02	7.6	-3.0	98.9	96.3	-1.6	1
Cc1ccccc1Nc1n[nH]c(C)c1[N+](=O)[O-]
    -3.6	-6.7	-0.816	1.36	-5.1	-3.4	103.2	103.3	6.7	1
Cc1cccc(OCC(=O)Nc2ccccc2-c2ccccc2)c1
    12.9	6.3	nt	0.89	-1.1	-1.3	88.7	103.3	-6.3	1
CCOC(=O)C1(CCCc2ccccc2)CCN(C(=O)c2ccoc2)CC1
    -2.3	-36.0	nt	nt	-1.9	3.0	100.4	106.2	36.0	1
CCOC(=O)c1c(NC(=O)C(=O)N/N=C(\C)c2ccc(OC)cc2)sc2c1CCCCC2
    7.6	9.3	-0.89	1.31	4.8	-5.3	95.0	94.2	-9.3	1.1
Cc1cccc(NC(=O)/C(C#N)=C/c2cn(CC(=O)NCc3ccco3)c3ccccc23)c1
    -3.6	6.9	0.287	1.09	3.9	-5.9	103.2	98.9	-6.9	1.1
CC(=O)N(C)C1=C(N2CCOCC2)C(=O)c2ccccc2C1=O
    -2.1	-3.3	-0.277	0.45	-5.1	0.7	101.9	108.2	3.3	1
CCNC(=O)NC(=O)C(C)OC(=O)C(C)(C)Oc1ccc(Cl)cc1 (stereo unspecified)
    -3.1	5.1	-0.0618	1.11	-1.1	-8.2	100.7	106.2	-5.1	1.1
Brc1ccc(C2=CSC3=NCCN23)cc1
    8.0	-31.2	-1.21	1.31	-6.2	-8.3	92.4	106.5	31.2	1.1
COc1ccc(-c2nnc(SCc3cccnc3)o2)cc1
    -11.7	-31.1	nt	1.94	-1.6	16.9	110.7	104.0	31.1	0.8
CC1CCCCC1NC(=O)CCn1c(=O)oc2ccccc21 (stereo unspecified)
    2.9	1.3	nt	1.17	-6.2	-5.2	97.3	107.9	-1.2	1.1
COC(=O)c1nc2n(n1)C(c1cc(OC)ccc1OC)C(C(=O)OC1CCCCC1)=C(C)N2 (stereo unspecified)
    4.0	11.2	nt	0.7	1.3	0.0	96.3	103.8	-11.2	1
O=C(CNC(=O)c1ccco1)OC(C(=O)c1ccccc1)c1ccccc1 (stereo unspecified)
    -7.5	1.5	nt	1.05	7.1	-3.1	106.9	101.5	-1.5	1
CC(C)CC(=O)NC1(C(F)(F)F)C(=O)N(CC(C)C)C2=C1C(=O)CC(C)(C)C2 (stereo unspecified)
    5.9	5.6	-0.0739	1.04	0.0	-6.4	94.8	102.4	-5.6	1.1
COc1ccc(S(=O)(=O)N2CC(C(=O)O)Oc3ccc(CC(=O)O)cc32)cc1 (stereo unspecified)
    6.9	-13.9	nt	1.19	8.0	-3.5	93.7	93.9	13.9	1
CNC(=S)N/N=C/c1cn(Cc2ccc(C)cc2)c2ccccc12
    0.3	12.3	nt	1.12	5.2	6.4	99.7	95.0	-12.3	0.9
Cc1c(C(=O)N2CC(C)OC(C)C2)sc2nc(-c3ccccc3)cn12 (stereo unspecified)
    -1.6	-11.2	-0.143	0.79	19.7	-2.7	101.4	87.7	11.2	1
O=C(/C=C\c1ccc(-c2ccccc2)o1)c1ccccc1
    -14.1	-25.5	nt	2.27	17.3	9.2	112.7	87.3	25.5	0.9
Cc1ccccc1NS(=O)(=O)c1ccc(NC(=O)c2nc3ncccn3n2)cc1
    4.2	-8.1	-0.811	1.02	4.5	-2.3	96.2	93.9	8.1	1
C/C(=N/NC(=O)Cc1cc(=O)[nH][nH]1)c1ccc([N+](=O)[O-])cc1
    -4.4	-6.7	-0.00244	1.05	1.2	0.6	104.2	97.7	6.7	1

# Going on with the list:
# Value order: STAT1 inh	APP transl inh	ROMK mod	NF-kB expr up	STAT3 blocker	FLuc inhib CS	STAT1 act	STAT3 act	APP 5'UTR act	FLuc act counter
CCOC(=O)NC(=O)CSc1nnc(SCCC(=O)O)s1
    4.5	2.1	-0.373	0.95	7.1	-1.4	96.0	95.9	-2.1	1
Cc1ccc(/C=N/Nc2nnc(Cl)c3ccccc23)cc1
    -33.8	-159.4	0.0288	9.31*	-4.1	93.8*	130.6*	107.0	159.4*	0.1
COc1ccc(-c2c(C)c3ccc(OCC(C)=O)cc3oc2=O)cc1
    -32.1	-108.4	-1.17	1.16	2.5	11.7	126.6	102.8	108.4	0.9
Cc1nn(-c2ccccc2)c(N2CCCC2)c1/C=N/NC(=O)c1cc2ccccc2cc1O
    4.9	-22.8	nt	0.71	-12.2	1.4	95.6	110.1	22.8	1
CCOc1ccc2ccccc2c1/C=N/n1cncn1
    -6.7	6.4	-0.0885	1.29	12.4	-1.8	110.7	91.4	-6.4	1
OCCCc1cn(-c2ccccc2)c2ccccc12
    -13.3	-3.1	nt	1.1	-13.9	-1.9	111.3	112.9	3.1	1
CN1C=C(C(F)(F)F)C=C/C1=C(\C#N)c1nnc2n1CCCCC2
    -3.6	-4.5	nt	1.13	-2.3	-5.5	103.3	106.9	4.5	1.1
O=C(NN1C(=O)c2ccccc2NC1c1cccnc1)c1ccccc1 (stereo unspecified)
    -3.3	-4.8	0.171	1.35	15.2	-7.0	101.0	92.0	4.8	1.1
CC(=O)c1cccc(NC(=O)COc2ccc(S(=O)(=O)N3CCCCC3)cc2)c1
    12.8	-0.8	nt	0.72	2.9	-6.7	88.2	100.9	0.8	1.1
O=C(Nc1nccs1)c1ccccn1
    -26.8	-42.5	0.493	1.65	19.5	21.8	125.1	86.9	42.5	0.8
N#Cc1ccc(COC(=O)CSc2nnc(N)s2)cc1
    8.4	11.9	nt	1	-5.1	-5.0	92.3	100.5	-11.9	1.1
CN1C(=O)N(C)C2(c3ccccc3)N(C)C(=O)NC12c1ccccc1 (stereo unspecified)
    1.9	-8.0	nt	1.86	8.2	-4.1	98.3	97.5	8.0	1
Cc1ccc[n+](CC(=O)/C=C2\N(C)c3ccccc3C2(C)C)c1
    7.2	14.8	0.627	0.66	9.2	-6.5	93.4	91.3	-14.8	1.1
Clc1ccc2c(Cl)c(-c3nnc(-c4ccccc4)o3)sc2c1
    0.5	-2.0	0.428	nt	-4.7	nt	104.0	107.1	2.0	nt
COc1ccc(Cn2c(=O)cc(C)[nH]c2=S)cc1
    -3.3	-11.6	-0.0276	1.02	-3.2	-5.9	101.7	107.4	11.6	1.1
Cc1c(C(=O)N2CCOCC2)[nH]c2c1C(=O)CC(c1ccccc1Cl)C2 (stereo unspecified)
    0.5	85.0*	nt	1.31	12.6	-4.7	99.5	92.1	-85.0	1
O=C(c1cc(-c2ccncc2)nc2ccc(Cl)cc12)N1CCN(C(=O)C2CCCO2)CC1 (stereo unspecified)
    -2.9	-9.0	0.00672	0.41	-9.6	-8.8	99.8	109.2	9.0	1.1
COc1cc(C(=O)OCC(=O)Nc2ccc3c(c2)OC(F)(F)O3)ccc1OCc1c(C)noc1C
    2.4	-11.9	-0.757	1.47	1.5	-4.3	98.4	101.3	nt	1
COCC(=O)Nc1nnc(-c2cccs2)s1
    -18.4	4.3	-0.545	1.93	4.8	-0.1	109.9	97.0	-4.2	1
Cc1ccccc1N1C(=O)CN(Cc2sccc2C)C1=S
    -2.9	-1.3	-0.568	1.06	-2.1	-5.0	102.6	101.7	1.3	1.1
Cc1cc(C)nc(N2CCC(C(=O)NCCc3ccc(F)cc3)CC2)n1
    -0.6	-3.4	0.933	0.91	11.1	-7.8	100.5	96.0	3.4	1.1
CCC(CC)c1nnc(NC(=O)c2cc(C(=O)OC)cc([N+](=O)[O-])c2)s1
    6.9	-1.9	0.728	1.56	21.8	-4.1	93.7	83.9	1.9	1
CCOC(=O)c1c(NC(=O)CCCN2CCOCC2)sc2c1CC(C)(C)OC2
    -12.3	1.3	nt	1.06	-7.0	-9.8	111.2	110.4	-1.3	1.1
COCc1cc(=O)[nH]c(Nc2nc3ccccc3o2)n1
    -11.9	-7.9	0.41	2.18	10.3	16.1	110.9	92.8	7.9	0.8
CC1C(c2ccccc2)=[N+]([O-])C2(CCCCC2)N1O (stereo unspecified)
    0.4	-9.3	nt	1.05	-0.9	-10.0	99.6	101.9	9.3	1.1
CCC(=O)N(c1ccc(F)cc1)C1C=CS(=O)(=O)C1 (stereo unspecified)
    3.0	4.8	nt	1.24	7.9	-3.7	97.2	96.4	-4.8	1
CCS(=O)(=O)c1ccc2oc(SCC(=O)NC3CCCC(C)C3C)nc2c1 (stereo unspecified)
    3.6	-14.0	0.0473	0.78	-3.1	1.5	94.6	103.6	14.0	1
CC(=O)c1ccc(S(=O)(=O)Nc2ccc(-c3ccc4nnc(C)n4n3)cc2)cc1
    8.7	-3.2	0.366	1.27	-9.3	-4.9	92.0	107.2	3.2	1

# From PubChem

# Rows were taken by chance; any-hit rate near 7.1%.
